Screening data: PubChem, several laboratories
NPR1 activator = GC-A (human) enzyme activation | HEK293 GC-A cells, cGMP TR-FRET, EC30 ANP; 0% at EC30 ANP, 100% saturating ANP | activation, % at 10 µM | P16066 | AID 1671463 | 370,000 tested, 0.14% active; in the data active = activation above about 40%
ssDAF-12 act = activates DAF-12 receptor from parasite S. stercoralis; HEK293 ssDAF-12/GRIP1 lit1-tk-luc reporter, luminescence; % of 3 µM dafachronic acid response; activation, % at 6.8 µM; 370,000 tested, 1% active; AID 652126;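 active = activation above the mean over all tested compounds plus 3 SD, cut at about 0.9% in these data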;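 note: 0% = DMSO-only wells and 100% = 3 µM delta7-dafachronic acid wells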
DAX1 inh-1 = blocks DAX1 repression of SF-1 activated StAR promoter | inhibition, % at 6.8 µM | 370,000 tested, 1.1% active | HEK293T StAR-luciferase reporter, SF-1/DAX-1 repression relief | AID 652010;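 active = inhibition above the mean over all tested compounds plus 3 SD, cut at about 3.6% in these data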;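 note: 0% = DAX-1 cells with DMSO and 100% = cells lacking DAX-1 with DMSO; higher inhibition means more luminescence from relief of DAX-1 repression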
FXN GAA850 act = activators of GAA850 frataxin (FXN) promoter | HEK293 lucGAA850 FXN promoter luciferase reporter, 24 h; percent of 10 µM SAHA response | activation, % at 6 µM | 360,000 tested, 0.56% active | AID 540364;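 active = activation above the average of all compounds screened plus 3 SD, cutoff fixed separately per campaign, cut at about 7.5% in these data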;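 note: 0% = DMSO wells and 100% = 10 µM SAHA wells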
ADAM17 inh = inhibits human ADAM17; AID 720648; recombinant ADAM17, EDANS/DABCYL FRET peptide cleavage; 370,000 tested, 0.83% active; inhibition, % at 6.95 µM; P78536;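 active = inhibition above the mean of compounds lying between control limits plus 3 SD, set per campaign, cut at about 8.5% in these data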;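 note: 0% = DMSO-only wells as the low control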
ADAM10 inh = inhibits human ADAM10 | O14672 | recombinant ADAM10, EDANS/DABCYL FRET peptide cleavage, 3 h | inhibition, % at 7 µM | 370,000 tested, 0.62% active;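 active = inhibition above a per-campaign cutoff equal to the mean of compounds falling between control-based bounds plus 3 SD, cut at about 20% in these data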;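 note: 0% = DMSO wells while the 100% control is not disclosed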
Target sequence (O14672 214-748 limits assumed): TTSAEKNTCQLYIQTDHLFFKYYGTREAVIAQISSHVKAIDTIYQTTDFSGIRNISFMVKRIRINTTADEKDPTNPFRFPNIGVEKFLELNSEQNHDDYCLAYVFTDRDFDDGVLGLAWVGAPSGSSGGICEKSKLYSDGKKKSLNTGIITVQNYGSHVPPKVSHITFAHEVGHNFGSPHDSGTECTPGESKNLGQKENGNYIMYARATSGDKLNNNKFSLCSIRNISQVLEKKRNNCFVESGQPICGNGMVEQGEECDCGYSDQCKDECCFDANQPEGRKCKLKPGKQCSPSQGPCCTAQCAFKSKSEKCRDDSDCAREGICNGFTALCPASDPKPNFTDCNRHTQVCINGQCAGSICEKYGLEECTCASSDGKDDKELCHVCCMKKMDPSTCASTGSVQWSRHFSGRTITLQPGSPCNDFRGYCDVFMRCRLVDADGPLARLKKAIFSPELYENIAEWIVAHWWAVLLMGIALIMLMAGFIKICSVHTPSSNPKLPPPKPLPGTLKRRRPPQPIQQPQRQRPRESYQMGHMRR
DAX1 inh-2 = NR0B1 (DAX1) inhibition | P51843 | HEK293 Gal4-DAX1 luciferase reporter, luminescence | inhibition, % at 6.75 µM | 340,000 tested, 0.99% active | AID 504766;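 active = inhibition above the mean over all tested compounds plus 3 SD, cut at about 4.2% in these data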;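 note: 0% = DAX1-transfected cells with DMSO and 100% = empty-vector control cells with DMSO; inhibition shows as a rise in luminescence from relieved DAX1 repression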
Target sequence (P51843 207-470 limits assumed): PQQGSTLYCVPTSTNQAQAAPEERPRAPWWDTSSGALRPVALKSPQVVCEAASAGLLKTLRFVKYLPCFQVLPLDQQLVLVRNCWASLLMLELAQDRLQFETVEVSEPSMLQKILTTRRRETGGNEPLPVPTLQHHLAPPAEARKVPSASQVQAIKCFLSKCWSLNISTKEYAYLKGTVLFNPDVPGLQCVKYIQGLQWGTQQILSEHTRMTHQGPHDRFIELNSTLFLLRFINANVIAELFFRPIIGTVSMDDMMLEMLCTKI
hcDAF12 agonist = H. contortus DAF-12 activation, primary screen | HEK293 hcDAF-12 lit1-tk-luc reporter, luminescence; 0% DMSO, 100% Δ7-dafachronic acid | activation, % at 6.8 µM | 370,000 tested, 1.4% active | AID 652067;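 active = activation above the mean of all tested compounds plus 3 SD, cut at about 5.5% in these data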;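 note: 100% = response to 3 µM Δ7-dafachronic acid high control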
PG9 Ab binder = PG9 antibody binding by small molecule; 360,000 tested, 0.43% active; AID 624416; TR-FRET gp120-PG9 antibody binding; inhibition, % at 6.7 µM; in the data active = inhibition above about 8.5%
hgDAF12 agonist = agonists of H. glycines DAF-12 nuclear receptor; AID 687014; 370,000 tested, 1.8% active; HEK293 GAL4-hgDAF12 UAS-luciferase reporter, agonist luminescence; normalized to butyrate control; activation, % at 6.8 µM;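 active = activation above a cutoff set at the mean of all screened compounds plus 3 SD, cut at about 10% in these data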;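 note: 0% = DMSO wells and 100% = sodium butyrate wells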
SMARCA2 activ = SMARCA2 function activation, primary screen; MG213 cells, MMTV-luciferase reporter, dexamethasone, overnight; activation, % at 9.1 µM; 370,000 tested, 1% active; in the data active = activation above about 7.8%;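 note: 0% = vehicle wells and 100% = reference activator wells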
An asterisk follows results filed as active; · = not tested or not shown.

molecule | FXN GAA850 act | hgDAF12 agonist | PG9 Ab binder | ssDAF-12 act | ADAM17 inh | NPR1 activator | DAX1 inh-1 | DAX1 inh-2 | ADAM10 inh | SMARCA2 activ | hcDAF12 agonist
Cc1sc2nc(C)n(/N=C/c3ccc(O)cc3)c(=O)c2c1C | 0.3 | -2.2 | -0.7 | -1.2 | 0 | -1 | 0.4 | -1.0 | 7 | 0 | 0.5
CCOc1ccc(C(=O)NNC(=O)CCNC(=O)c2ccco2)cc1OC | 2.1 | 2.1 | 1.8 | -0.9 | -1 | 0 | 0.1 | -0.2 | 1 | -1 | 0.8
Fc1cccc(Cc2c(-c3cccc(Br)c3)nc3ccc(Br)cn23)c1 | · | 9.9 | 0.4 | -0.3 | 2 | -2 | 2.3 | · | 5 | 3 | -0.8
CCSc1nnc(NC(=O)C2CC(=O)N(Cc3ccccc3)C2)s1 (stereo not drawn) | -0.7 | 2.1 | 0.8 | -0.7 | -4 | -3 | 0.8 | 0.0 | 11 | -3 | -1.1
CCOC(=O)N1CCN(Cc2nnc(-c3cccc(Br)c3)o2)CC1 | 0.5 | -2.6 | 2.2 | -1.2 | -7 | 1 | -0.2 | 0.5 | 10 | -4 | -2.4
COc1ccc(Cc2c(-c3cccc(Cl)c3)nc3ccc(C)cn23)c(C)c1 | · | 9.7 | 1.5 | -0.3 | -4 | 2 | 4.0* | · | -7 | 4 | 1.0
CCOc1cc(-c2cn(S(=O)(=O)c3cccc4nsnc34)nc2N)cc(OCC)c1OCC | 2.4 | 1.5 | -1.9 | -1.8 | -1 | -11 | -0.6 | 0.2 | 4 | -2 | 0.1
Cc1occc1C(=O)N/N=C/c1cccnc1 | 5.8 | 8.9 | -0.6 | -0.3 | -2 | 1 | 1.8 | 1.5 | -2 | 3 | 4.8
CC(C)(C)OC(=O)C[C@@H]1C/C=C\C[C@@H](CC(=O)N(CCO)Cc2ccccc2)C(=O)N2CCC[C@@H]2COC1=O | -2.1 | 1.6 | 0.1 | -1.2 | -3 | -2 | 0.2 | 1.1 | 0 | 0 | -0.2
O=S(=O)(Nc1cccc(-n2cnnn2)c1)c1cccc(Cl)c1 | 0.7 | 0.0 | -1.8 | -1.4 | 3 | 2 | 0.3 | 0.4 | -1 | 7 | 2.2
CCOC(=O)C1=C(CNC2CCCCC2)NC(=O)NC1c1cc(C)ccc1C (stereo not drawn) | 2.3 | -2.9 | 0.3 | -1.2 | -2 | -20 | -1.1 | -0.6 | -5 | 2 | -0.3
CCNC(=O)C1(C)CCN(C(=O)c2ccc(C(=O)OC)cc2)C1 (stereo not drawn) | 0.1 | 1.1 | -2.3 | -0.6 | -4 | -1 | -0.8 | · | -8 | -2 | 1.0
O=C1Nc2ccccc2C12OCC(COc1ccc(Cl)cc1)O2 (stereo not drawn) | -1.1 | -1.0 | 0.5 | -1.3 | 11* | 2 | -0.6 | -0.7 | 16 | -4 | -3.1
CN(CC(=O)Nc1c(Cl)cccc1Cl)C(=O)CNC(=O)c1ccc2ccccc2c1 | 0.7 | -3.8 | 1.4 | -1.1 | -5 | 0 | 0.0 | -0.7 | -8 | -2 | -0.4
COc1cc(/C=N/Nc2cccc3cccnc23)cc(OC)c1O | 3.3 | 13* | -5.7 | -0.9 | -2 | -10 | -0.2 | -0.9 | -9 | 0 | -0.3
COc1ccc(CCNC(=O)c2ccco2)cc1 | -1.1 | 2.2 | -2.1 | -0.8 | -2 | 1 | 1.3 | 0.8 | -1 | 1 | -0.4
CCOc1ccc(OCC)c(NC(=O)CN(C)S(=O)(=O)c2ccc3nc(C)sc3c2)c1 | 0.0 | -1.4 | 2.2 | -1.6 | -1 | -3 | -0.7 | -0.8 | 1 | -3 | -4.4
CC(C)CC(=O)NCc1ccc2[nH]c3c(c2c1)CCCC3 | -2.4 | -1.5 | -2.4 | -1.5 | -19 | 2 | -0.8 | 1.3 | -43 | -3 | -2.0
O=C(c1ccccc1F)N1CCN(CC2CC3C=CC2C3)CC1 (stereo not drawn) | 1.1 | -0.8 | 0.7 | -0.5 | -5 | -1 | 0.5 | -0.8 | -10 | -1 | -1.2
CCOC(=O)Cc1csc(SCC(=O)Nc2ccc(C)cc2F)n1 | 1.3 | -1.9 | -0.1 | -1.0 | 1 | -1 | -1.2 | 0.1 | 1 | -3 | -1.9
Cc1ccc2oc(=O)c3cnn(CC(=O)N(Cc4ccco4)C4CCCCC4)c3c2c1 | 0.5 | -0.8 | -1.1 | -1.4 | 2 | -19 | 0.9 | -0.2 | -1 | 0 | 0.0
O=C(CCCn1c(=S)[nH]c2ccccc2c1=O)NCCSCc1ccccc1 | 1.4 | 1.8 | 0.4 | -1.0 | 1 | -3 | -1.5 | 0.0 | 7 | -1 | -2.1
CCOc1ccc(N(CC(=O)Nc2ccc(C)c(C)c2)S(C)(=O)=O)cc1 | 3.8 | 7.8 | 1.0 | -0.3 | 2 | 1 | 1.3 | 8.9* | 7 | 4 | 4.3
CCc1ccc([C@H]2[C@@H]3C(=O)C[C@@H]4C(=O)N(C5CCCCC5)C(=O)[C@@H]4[C@@H]3CN2S(=O)(=O)c2ccc(C)cc2)cc1 | · | -2.7 | -1.6 | -0.4 | 8 | 1 | 1.2 | · | 20* | 5 | -1.4
Cc1ccc(C)c(N(C(=O)Cn2nnc3ccccc32)C(C(=O)NCc2ccco2)c2ccncc2)c1 (stereo not drawn) | -2.4 | 2.1 | -1.8 | -1.2 | 1 | -11 | 0.0 | 0.7 | 16 | 1 | 0.5
S=c1[nH]c2cc(Cl)c3cccnc3c2o1 | -0.1 | -2.1 | 0.2 | 0.7 | 1 | 4 | -0.2 | 0.1 | -4 | -3 | -0.3
CCOc1ccc(NC(=S)N2CCN(S(=O)(=O)c3ccccc3)CC2)cc1 | -1.7 | -1.3 | 2.6 | -1.4 | -2 | 2 | -0.9 | -0.1 | 6 | -1 | -2.3
CC(=O)Nc1ccc(S(=O)(=O)NNC(=O)c2ccc(S(=O)(=O)N3CCCCC3)cc2)cc1 | -1.1 | 2.3 | -2.2 | -1.4 | 0 | 5 | -0.2 | 1.6 | 2 | -2 | -0.5
OCOCCCn1c(C2CCCN2c2nc(-c3ccc(F)cc3)cs2)nc2cc(Cl)c(N3CCCCC3)cc21 (stereo not drawn) | -0.5 | -1.6 | -1.1 | -1.4 | 10* | -7 | 0.5 | -0.3 | 15 | -2 | -1.4
O=C(c1cccc(S(=O)(=O)N2CCCCC2)c1)N1CCN(S(=O)(=O)c2ccc(F)cc2)CC1 | 1.1 | 0.9 | 2.1 | -0.8 | -6 | 6 | -0.5 | -0.5 | -1 | 0 | -2.1
O=S1(=O)CC(N2CCCC2)CN1C1CCCC1 (stereo not drawn) | · | 2.5 | -2.8 | -1.3 | 3 | -1 | 0.6 | · | -17 | 0 | 3.6
COc1ccccc1NC(=O)C(=O)N(c1cccnc1)C(C(=O)NC(C)(C)C)c1ccccc1 (stereo not drawn) | 0.0 | -2.0 | 0.0 | -0.8 | 0 | -3 | 0.6 | 0.1 | 4 | 4 | -1.4
Cc1nn(-c2ccccc2)c2sc(C(=O)N3CCN(C(c4ccccc4)c4ccc(Cl)cc4)CC3)cc12 (stereo not drawn) | · | 2.6 | · | -0.5 | -2 | -10 | 0.3 | · | -6 | 0 | 0.4
Cc1nnc(-c2ccc(Cl)cc2)nc1NCCN(C)C | 3.5 | -1.8 | -1.6 | -1.5 | 2 | 2 | 0.7 | -0.9 | 4 | -1 | -0.7
CCCC(=O)N1CCOCC1c1cc(C(=O)Nc2ccccc2)no1 (stereo not drawn) | -1.1 | 2.5 | -0.8 | -1.6 | 1 | 4 | -0.7 | · | -6 | 0 | -0.4
CCCNC(=O)CCc1c(C)nc2nc(C)nn2c1C | 1.2 | -0.6 | -0.8 | 0.6 | 0 | 1 | -0.2 | -1.4 | 5 | 0 | 0.1
CCN(C)C(=O)Oc1cccc([C@H](C)N(C)C)c1 | · | -1.4 | · | -1.5 | 3 | 0 | 0.1 | · | 0 | -4 | -2.1
COc1ccc(CCNC(=O)c2ccc(=O)[nH]c2)cc1OC | -1.1 | 1.2 | -1.2 | -0.9 | -4 | 1 | -0.3 | -0.8 | 6 | 2 | 0.4
COc1ccc(NC(=O)C(=O)N/N=C(\C)CC(=O)Nc2ccccn2)c(OC)c1 | -0.6 | -2.9 | 3.9 | 0.6 | -55 | -7 | -0.1 | 1.1 | -106 | -5 | 0.7
CC1(C)CC(N(Cc2cccs2)C(=O)c2ccco2)CCO1 (stereo not drawn) | -1.0 | -0.1 | -0.5 | -1.4 | -7 | 1 | -0.6 | 0.9 | -3 | 0 | -1.0
COc1cc2nc(Cl)nc(N3CCOCC3)c2cc1OC | 1.4 | -2.8 | 1.8 | -1.0 | -4 | 3 | 0.4 | -1.5 | -4 | -1 | -1.3
CCN(CC)S(=O)(=O)c1cc(NC(=O)CCCOc2ccc(C(C)=O)cc2)ccc1C | 1.4 | -3.5 | -1.1 | -2.1 | 2 | -2 | -2.6 | -2.4 | 5 | -6 | -2.6
O=C(CCCCCN1C(=O)c2cccc3cccc(c23)C1=O)NCc1cccnc1 | 3.4 | -2.5 | -1.7 | -1.9 | -20 | -5 | -1.0 | · | -48 | 2 | -1.1
Cc1ccccc1-c1n[nH]c(=S)n1/N=C/C=C/c1ccco1 | 0.8 | -2.7 | 0.6 | -1.1 | 0 | -2 | -0.1 | 1.9 | -10 | 2 | 3.7
Cc1cc(NC(=O)c2ccc(COc3ccc(Cl)c(C)c3)o2)no1 | -3.6 | 3.1 | -3.1 | -1.1 | 5 | 4 | 0.3 | 0.0 | -1 | 0 | -1.3
Cn1cc(Br)c(NS(=O)(=O)c2ccc(Cl)s2)n1 | 0.4 | 3.0 | 1.5 | -0.7 | -3 | 7 | -0.4 | 0.3 | -9 | -2 | -1.3
CC(=O)CSc1ncnc2nc[nH]c12 | -0.8 | -0.5 | 0.2 | -1.2 | 2 | 3 | 0.9 | 1.9 | 5 | -3 | -0.9
CC(OC(=O)/C=C/c1cccs1)C(=O)Nc1ccc(C(N)=O)cc1 (stereo not drawn) | 1.3 | -0.5 | -1.1 | 0.1 | -6 | 0 | -0.3 | -0.3 | 0 | 2 | 0.6
CCCCS(=O)CC(COCc1ccccc1)OC(=O)CSc1nc(C)cc(C)n1 (stereo not drawn) | -0.6 | 1.6 | 0.3 | -1.4 | -4 | 1 | 0.5 | 0.2 | -3 | -2 | 2.2
COC(=O)c1scc(C)c1N/N=C(\C)c1ccc(F)cc1F | 3.0 | 0.5 | 0.9 | -0.4 | -2 | -17 | 0.0 | -0.1 | 0 | 1 | 5.8*
O=C(CNc1ccccc1F)Nc1cccc(S(=O)(=O)N2CCCCC2)c1 | 0.2 | 0.8 | 0.5 | -1.2 | -1 | 0 | 1.0 | -0.7 | 4 | 0 | -1.5
